# Screening data as filed in PubChem.
# PLC-gamma1 inh = blocks human PLC-gamma1 enzyme activity | P19174 | purified PLC-gamma1, fluorogenic substrate, fluorescence | inhibition, % at 12.2 µM | hit rate 0.84% among 370,000; in the data active = inhibition above about 9.5%
# DDE Tn7 FP inh = disrupts Tn7 cyclic peptide binding to fibrin D-Dimer-E complex. P02675. FP displacement of FITC-Tn7 peptide from fibrin DD(E); 0% = median of compound wells per plate. inhibition, % at 8.3 µM. hit rate 0.13% among 370,000. AID 720508;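 active = inhibition above the mean of compounds falling within the control limits plus 3 SD of them, cut at about 14% in these data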;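 also: 0% = plate median of compound wells and 100% = 10 µM Aha-Tn7 peptide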
# Target sequence (P02675 whole entry, looked up): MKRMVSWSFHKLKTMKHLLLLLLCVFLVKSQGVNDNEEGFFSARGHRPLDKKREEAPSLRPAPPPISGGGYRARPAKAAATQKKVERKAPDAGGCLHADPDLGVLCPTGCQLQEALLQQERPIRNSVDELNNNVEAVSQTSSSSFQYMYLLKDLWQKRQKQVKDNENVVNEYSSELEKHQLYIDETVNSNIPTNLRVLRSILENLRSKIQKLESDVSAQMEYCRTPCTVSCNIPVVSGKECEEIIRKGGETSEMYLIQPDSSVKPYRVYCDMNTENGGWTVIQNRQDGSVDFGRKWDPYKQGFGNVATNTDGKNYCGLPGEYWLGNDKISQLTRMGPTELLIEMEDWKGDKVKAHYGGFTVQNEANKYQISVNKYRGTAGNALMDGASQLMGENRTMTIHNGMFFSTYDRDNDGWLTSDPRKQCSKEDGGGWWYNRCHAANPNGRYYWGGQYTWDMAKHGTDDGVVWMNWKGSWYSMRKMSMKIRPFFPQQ
#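 Assay system: Fibrin-DD(E) protein isolated from polymerized human fibrin clots; read-out basis: percent inhibition; medium: Tris/NaCl/CaCl2 buffer, pH 7.8; signal: FP measurement; incubation: 10 min plus 3 h, room temperature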
# PLCb3 inh = blocks human PLC-beta3 enzyme activity; Q01970; Purified PLC-beta3, fluorogenic substrate, fluorescence; inhibition, % at 12.2 µM; hit rate 0.18% among 370,000; in the data active = inhibition above about 11%;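 also: 0% = median of compound wells on plate and 100% = full blocker control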
# DDE Tn6 FP inh = DD(E)-Tn6 binding inhibition, primary FP screen. P02675. Fibrin DD(E) TRITC-Tn6 fluorescence polarization displacement. inhibition, % at 8.3 µM. hit rate 0.21% among 370,000;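 active = inhibition above a per-campaign cutoff: mean of compounds within control limits plus 3 SD, cut at about 15% in these data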;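 also: 0% = median of all compound wells on the plate and 100% = blocking peptide control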
# KLK7 zymogen act = proKLK7 (human) activation, primary screen; activation, % at 7 µM; P49862; purified proKLK7, EDANS-DABCYL substrate fluorescence; 100% is mature enzyme control, 0% vehicle; hit rate 0.9% among 370,000;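 active = activation above the mean of all tested compounds plus 3 SD, computed per campaign excluding outliers beyond control limits, cut at about 13% in these data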
# ADAM17 inh = inhibitors of human ADAM17; P78536; recombinant ADAM17, EDANS/DABCYL FRET peptide cleavage; inhibition, % at 6.95 µM; hit rate 0.83% among 370,000;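 active = inhibition above the mean of compounds lying between control limits plus 3 SD, set per campaign, cut at about 8.5% in these data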;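 also: 0% = DMSO-only wells as the low control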
# Target sequence (P78536 215-824 limits assumed): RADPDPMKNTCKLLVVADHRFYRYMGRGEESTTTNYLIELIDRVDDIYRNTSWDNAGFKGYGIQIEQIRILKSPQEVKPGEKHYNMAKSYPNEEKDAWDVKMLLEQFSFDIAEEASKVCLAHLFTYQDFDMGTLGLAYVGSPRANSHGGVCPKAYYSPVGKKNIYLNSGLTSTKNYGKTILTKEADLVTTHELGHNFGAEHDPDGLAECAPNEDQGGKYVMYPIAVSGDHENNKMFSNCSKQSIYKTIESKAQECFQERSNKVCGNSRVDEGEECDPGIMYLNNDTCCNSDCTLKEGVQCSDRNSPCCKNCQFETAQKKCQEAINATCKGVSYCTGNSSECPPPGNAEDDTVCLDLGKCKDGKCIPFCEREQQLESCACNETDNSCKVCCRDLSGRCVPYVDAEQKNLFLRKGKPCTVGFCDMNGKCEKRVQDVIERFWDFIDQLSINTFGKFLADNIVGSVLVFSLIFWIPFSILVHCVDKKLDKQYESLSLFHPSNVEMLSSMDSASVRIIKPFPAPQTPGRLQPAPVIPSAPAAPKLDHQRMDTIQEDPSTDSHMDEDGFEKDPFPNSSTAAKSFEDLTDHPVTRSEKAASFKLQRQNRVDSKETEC
# ARFGAP1 inhibitor = inhibitors of rat ARFGAP1; Arfgap1-stimulated ARF1 GTP hydrolysis, GDP FP detection; AID 651572; inhibition, % at 16.5 µM; hit rate 0.26% among 360,000;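 active = inhibition above a per-plate limit, mean inhibition of low control wells plus 3 SD, cut at about 25% in these data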;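 also: 0% = DMSO wells with enzyme and 100% = wells lacking Arfgap1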
#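 System: truncated rat Arfgap1 GAP domain / Medium: HEPES-based buffer, pH 7.5 / Also added: N-terminally truncated human ARF1-GTP substrate / Incubation: enzyme reaction 120 min at 25 °C after 20 min preincubation / Measured by: FP of antibody-bound GDP Alexa 633 tracer, ex 620/em 688 nm / Replicates: singlicate, each compound tested once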
# ASAP1 inh = ASAP1 ArfGAP inhibition. hit rate 0.19% among 360,000. Q9ULH1. inhibition, % at 16.5 µM. ASAP1-stimulated ARF1 GTP hydrolysis, GDP FP detection; in the data active = inhibition above about 25%;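 also: 0% = vehicle with enzyme and substrate and 100% = no enzyme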
# UHRF1 binding = UHRF1 methyl-DNA binding inhibition; Q96T88; UHRF1 binding to methylated oligo, TR-FRET; inhibition, % at 4.4 µM; hit rate 0.75% among 370,000; in the data active = inhibition above about 21%;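 also: UHRF1 SRA domain binding a hemimethylated CpG hairpin DNA probe; 0% = median of test compound wells and 100% = reference inhibitor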
# MBD2 inh = MBD2-methylated oligo binding inhibition | inhibition, % at 4.4 µM | hit rate 0.31% among 370,000 | AID 686964 | Q9UBB5 | TR-FRET, MBD2 binding to methylated oligonucleotide; in the data active = inhibition above about 13%
# The depositor's hits bear a star; . = no result given.
SMILES,PLC-gamma1 inh,DDE Tn7 FP inh,PLCb3 inh,DDE Tn6 FP inh,KLK7 zymogen act,ADAM17 inh,ARFGAP1 inhibitor,ASAP1 inh,UHRF1 binding,MBD2 inh
Cc1ccc(NC(=O)CSCC(=O)N(C)CC(=O)Nc2cccc(F)c2)cc1,4.4,6.0,-6.5,6.7,0.6,3.6,7.0,4.3,-1.5,1.5
CC(C)(C)OC(=O)CN1C(=O)C(Sc2n[nH]c(-c3ccccc3)n2)CCc2ccccc21 (stereo unspecified),1.8,-3.7,1.6,-2.9,0.4,1.8,3.0,3.6,-4.5,-2.6
CC1CCCN(C(C(=O)Nc2ccc3c(c2)OCCO3)c2ccccc2)C1 (stereo unspecified),0.8,0.8,5.8,3.6,0.5,0.3,-3.7,4.8,-2.4,4.4
CCOc1cc(/C=N\NC(=O)CN2CCOCC2)ccc1OCc1ccc(F)cc1,2.2,1.9,-0.4,0.7,0.2,-4.8,7.2,-6.3,2.0,-1.9
Cc1cc2nnc(SCC(=O)NCc3cccs3)n2c2ccccc12,-8.9,7.8,-14.4,2.4,-0.4,-5.9,-0.1,-6.7,-4.1,-6.3
Cc1nc(NC(=O)COc2ccc(Cl)cc2)sc1C(=O)N(C)C,0.1,2.9,0.3,1.8,-0.4,-2.2,2.9,-4.5,0.7,5.2
C=CCn1c(C)cc(C(=O)COC(=O)c2cncc(Br)c2)c1C,-15.5,0.1,-11.7,2.0,0.8,-1.2,-2.8,-11.2,1.7,-4.2
CC1CC(C)CN(CCCNC(=O)CC2Oc3ccccc3NC2=O)C1 (stereo unspecified),1.4,-3.6,-2.0,-0.2,-0.3,-2.3,0.7,11.1,1.8,-1.0
Cc1ccc(CNS(=O)(=O)c2ccc(-c3cnc(C4CC4)o3)cc2)cc1,-4.8,-6.8,-23.5,1.3,0.5,0.9,-10.6,-9.2,2.7,-0.7
O=C1CC2(CCCCC2)Oc2ccc(O)cc21,-43.3,0.3,-55.9,0.5,1.4,-9.8,-2.3,8.8,-0.5,-6.1
NS(=O)(=O)c1ccc(NC(=O)COC(=O)c2cccc(S(=O)(=O)N3CCCC3)c2)cc1,-1.5,6.6,-6.6,3.7,0.0,-3.9,1.6,-8.8,8.7,2.8
COc1ccc(OCCSc2nc(N)cc(N)n2)cc1,2.4,1.5,1.2,-5.9,-0.3,0.2,9.8,12.8,-1.3,1.8
O=C(CN1CCC(n2nnc3cc(C(F)(F)F)ccc32)CC1)NNC(=O)c1ccco1,0.1,-7.7,3.2,-2.9,-0.5,-0.4,4.7,-4.8,-0.6,-5.8
O=C(N/C(=C\c1ccco1)C(=O)N1CCCC(CO)C1)c1ccccc1 (stereo unspecified),-12.1,8.8,-19.4,-1.8,-0.5,-0.2,2.7,-5.8,-6.5,-8.2
Cc1ccc(-n2ncc3c2CCCC3NC(=O)c2ccccc2N2CCOCC2)cc1C (stereo unspecified),-8.9,6.3,-12.8,1.7,-0.9,-1.8,-2.8,-3.3,-1.1,-1.2
CCOc1ccc(C(=O)NCC(=O)N2CCC3CCCCC3C2)cc1OCC (stereo unspecified),4.4,-6.0,-0.1,-4.6,0.3,1.6,8.9,4.8,2.6,1.8
COC(=O)c1ccccc1Nc1cc(C)nc2nc(C)nn12,-12.3,-0.8,-10.9,14.4,-0.3,-1.4,-12.0,8.4,1.4,0.7
O=C(CN1C(=O)CSCC1=O)NCc1ccc(F)cc1,0.6,-1.7,-0.5,4.2,-0.2,-2.6,-1.3,-9.9,-0.7,-5.3
CCc1ccc(N2CC(C(=O)OCC(=O)NNC(=O)c3ccccc3)CC2=O)cc1 (stereo unspecified),-3.0,-5.0,-6.9,-7.1,-0.4,-4.8,4.4,1.4,1.9,1.1
COc1ccccc1CNC(=O)COC(=O)c1ccc2c(=O)n3c(nc2c1)CCCCC3,-3.5,-5.4,-0.3,-1.3,0.1,-2.5,-1.9,-2.7,-1.9,0.0
Cc1cc(NC(=O)CSc2ncnc3c2cnn3-c2cccc(Cl)c2)no1,1.3,-5.8,-3.3,1.0,0.1,-1.8,2.6,-1.0,-0.4,-4.9
Cc1cc(C)c2nc(SC(C)C#N)cc(C)c2c1 (stereo unspecified),4.0,-3.1,4.6,3.4,0.0,5.8,1.0,-5.0,7.2,4.6
Cc1ccc(S(=O)(=O)N(C)c2ccc(C(=O)N3CCC(C(N)=O)CC3)cc2)cc1,0.2,5.3,-2.3,5.8,0.3,0.5,13.6,-5.1,1.3,0.4
CCn1nc(C(=O)Nc2cccc(S(=O)(=O)N3CCCC3)c2)c2ccccc2c1=O,1.8,-3.7,-5.1,1.7,0.6,1.6,-7.7,-9.1,0.7,-1.3
COc1cccc(CNC(=O)C2CCCN(S(=O)(=O)c3cnc[nH]3)C2)c1 (stereo unspecified),4.6,8.2,3.9,-2.3,0.0,0.2,-2.0,-9.2,-1.3,-7.4
CCn1c(=O)cc(SCC(=O)N2CCCCC2)c2ccccc21,0.7,-3.2,-2.1,-5.0,0.3,-8.0,-0.6,6.3,0.4,0.2
OC(c1cccnc1)c1nc(-c2ccc3c(c2)OCO3)cs1 (stereo unspecified),2.8,-0.1,1.3,-4.0,-0.1,1.1,4.3,3.1,-2.5,1.4
O=C(O)c1ccc(NS(=O)(=O)c2ccc(Cl)c(C(=O)Nc3ccccc3[N+](=O)[O-])c2)cc1,1.0,-0.1,-9.8,2.6,0.2,-4.7,-3.1,-2.5,0.9,6.2
COc1ccc2nc(/N=C\N(C)C)sc2c1,-1.0,-0.7,0.5,1.4,0.1,-4.9,4.6,6.6,0.1,2.1
COc1ccccc1C/C(N)=N/OC(=O)c1cccc([N+](=O)[O-])c1C,0.2,-4.6,4.4,-2.7,-0.4,-0.9,2.8,-2.8,1.3,3.0
Cc1cc(=O)oc2cc(NC(=O)C(C)N3C(=O)C4CCCCC4C3=O)ccc12 (stereo unspecified),-149.7,-0.9,-179.9,-8.9,9.0,-263.0,11.7,18.0,2.9,5.2
O=C(NCCN1CCOCC1)c1cc(Sc2ccc(F)cc2F)nc2ccccc12,-6.0,-1.4,-12.2,-5.4,-0.1,-6.7,2.4,0.3,-0.1,3.7
O=[N+]([O-])c1ccc(O)c(/C=N/Nc2ncnc3c2cnn3-c2ccccc2)c1,-6.3,0.7,-12.0,0.7,-0.2,-4.4,-1.3,-6.2,-1.2,-1.8
Cc1onc(-c2ccccc2)c1C(=O)N/N=C/c1cc2c(cc1Cl)OCO2,-1.2,-7.2,0.2,3.7,0.2,-1.1,10.8,-12.0,0.8,2.9
CC(C)(C)NC(=O)C(=O)NNC(=O)c1ccccc1,0.8,-8.9,5.3,5.5,-0.4,-1.8,3.4,-1.0,-2.3,-1.9
COc1ccccc1/C=C/C(=O)NC(=S)Nc1ccc(S(=O)(=O)N(C)c2ccccc2)cc1,2.7,-4.6,2.1,-5.2,-0.6,-0.5,-1.0,2.7,-3.8,2.3
CCC(C)(C)n1nnnc1CN(Cc1ccc(Cl)cc1)Cc1ccco1,0.1,-1.5,-3.3,-0.3,1.1,2.8,21.3,-5.3,1.3,0.0
O=C(C1=NN[C@@H]2C(=O)N(c3cccc(F)c3)C(=O)[C@H]12)c1cnccn1,-3.2,-0.2,-7.9,0.2,0.2,-5.3,-6.3,14.3,-0.5,4.2
CC(=O)Nc1nnc(-c2ccco2)o1,1.5,0.8,-4.6,-5.4,0.3,-5.8,4.3,0.0,2.3,-3.2
NC1=NC(c2ccccc2)CC(=O)N1 (stereo unspecified),-0.7,-5.8,9.4,1.9,0.8,2.0,0.2,-11.9,-0.4,-8.6
O=C1CCN(CCc2ccccc2)CCN1CCOc1ccccc1,2.3,-3.9,2.5,3.0,0.0,0.6,6.7,-0.8,-1.2,-0.4
O=C(OC12CCCN(C1)/C(=C/c1cccc(Cl)c1)C2)c1cccc(F)c1 (stereo unspecified),2.2,1.7,-1.2,-3.3,0.5,2.5,.,.,0.7,-1.9
CCOC(=O)N1CCN(C(=O)C(CC(C)C)NC(=O)C2CCCCC2)CC1 (stereo unspecified),-1.1,-3.9,0.8,2.3,0.0,-3.9,-1.9,-10.8,1.9,4.1
COCCNC(=S)N(CCc1c(C)[nH]c2ccc(C)cc12)Cc1ccco1,-5.6,0.1,-9.8,-2.2,-0.4,-5.3,-2.1,-12.5,1.6,8.4
COc1cccc(-c2cc(C(=O)N3CCN(Cc4ccccc4)CC3)no2)c1,-0.7,-3.5,-3.1,3.1,-0.3,-1.0,11.4,0.0,-1.8,-5.5

# Ordered by length of the SMILES (ascending): some entries from above
SMILES,PLC-gamma1 inh,DDE Tn7 FP inh,PLCb3 inh,DDE Tn6 FP inh,KLK7 zymogen act,ADAM17 inh,ARFGAP1 inhibitor,ASAP1 inh,UHRF1 binding,MBD2 inh
OC(c1cccnc1)c1nc(-c2ccc3c(c2)OCO3)cs1 (stereo unspecified),2.8,-0.1,1.3,-4.0,-0.1,1.1,4.3,3.1,-2.5,1.4
NS(=O)(=O)c1ccc(NC(=O)COC(=O)c2cccc(S(=O)(=O)N3CCCC3)c2)cc1,-1.5,6.6,-6.6,3.7,0.0,-3.9,1.6,-8.8,8.7,2.8
O=C(O)c1ccc(NS(=O)(=O)c2ccc(Cl)c(C(=O)Nc3ccccc3[N+](=O)[O-])c2)cc1,1.0,-0.1,-9.8,2.6,0.2,-4.7,-3.1,-2.5,0.9,6.2

# Remaining list, next part:
SMILES,PLC-gamma1 inh,DDE Tn7 FP inh,PLCb3 inh,DDE Tn6 FP inh,KLK7 zymogen act,ADAM17 inh,ARFGAP1 inhibitor,ASAP1 inh,UHRF1 binding,MBD2 inh
COC(=O)C1=C(C)Nc2sc(C(N)=O)c(N)c2C1c1ccncc1 (stereo unspecified),-160.2,0.1,-216.3,0.8,1.1,-72.0,8.0,-15.1,4.4,-2.3
NCCCC(N)(C(=O)O)C(F)F (stereo unspecified),1.9,3.9,-0.1,5.4,0.0,-5.6,-10.7,9.4,1.3,-2.4
COc1ccccc1NS(=O)(=O)c1ccc(S(=O)(=O)N2CCOCC2)cc1,-2.0,5.8,0.8,3.5,0.3,-1.6,17.7,3.9,1.1,5.0
C=CCNC(=O)/C(C#N)=C/c1ccc(SC)cc1,-12.6,-2.3,-13.9,-0.7,0.6,-10.5,-3.2,-3.0,-1.9,-0.9
O=C(NC(=O)N1CCN(c2cccc(Cl)c2)CC1)c1ccc(Cl)cc1,-2.0,-3.0,-9.4,4.3,0.2,1.4,4.5,-11.1,-1.3,0.9
Cc1nc2c(sc(=S)n2Cc2ccco2)c(=O)n1CC(=O)Nc1cc(F)ccc1F,4.5,-5.4,-3.7,0.8,0.2,5.3,1.7,17.0,-0.2,-6.0

# Some entries already given with just UHRF1 binding and DDE Tn6 FP inh.
mol,UHRF1 binding,DDE Tn6 FP inh
O=C(NC(=O)N1CCN(c2cccc(Cl)c2)CC1)c1ccc(Cl)cc1,-1.3,4.3
NCCCC(N)(C(=O)O)C(F)F (stereo unspecified),1.3,5.4
COc1ccccc1NS(=O)(=O)c1ccc(S(=O)(=O)N2CCOCC2)cc1,1.1,3.5
